From PubChem BioAssay
KDM5B inh: Primary screen for KDM5B Histone Demethylases FDH-coupled qHTS; KDM5B demethylase, FDH-coupled NADH fluorescence (FDH is formaldehyde dehydrogenase); Potency, µM (top dose mostly 57.7 µM), for inactives: at the top dose activity change, negative = inhibition, actives largely listed as inhibitors; 220,000 compounds, 2.6% hits; active = well fitted inhibition curve with a large enough effect; inconclusive = small, poorly fitted or top-dose-only effect; inactive = no such curve, though single readings can be large or run the other way; note: 0% is about no effect; nearly all actives have a fitted effect of over 70% in size
Target sequence (Q9UGL1 whole entry, looked up): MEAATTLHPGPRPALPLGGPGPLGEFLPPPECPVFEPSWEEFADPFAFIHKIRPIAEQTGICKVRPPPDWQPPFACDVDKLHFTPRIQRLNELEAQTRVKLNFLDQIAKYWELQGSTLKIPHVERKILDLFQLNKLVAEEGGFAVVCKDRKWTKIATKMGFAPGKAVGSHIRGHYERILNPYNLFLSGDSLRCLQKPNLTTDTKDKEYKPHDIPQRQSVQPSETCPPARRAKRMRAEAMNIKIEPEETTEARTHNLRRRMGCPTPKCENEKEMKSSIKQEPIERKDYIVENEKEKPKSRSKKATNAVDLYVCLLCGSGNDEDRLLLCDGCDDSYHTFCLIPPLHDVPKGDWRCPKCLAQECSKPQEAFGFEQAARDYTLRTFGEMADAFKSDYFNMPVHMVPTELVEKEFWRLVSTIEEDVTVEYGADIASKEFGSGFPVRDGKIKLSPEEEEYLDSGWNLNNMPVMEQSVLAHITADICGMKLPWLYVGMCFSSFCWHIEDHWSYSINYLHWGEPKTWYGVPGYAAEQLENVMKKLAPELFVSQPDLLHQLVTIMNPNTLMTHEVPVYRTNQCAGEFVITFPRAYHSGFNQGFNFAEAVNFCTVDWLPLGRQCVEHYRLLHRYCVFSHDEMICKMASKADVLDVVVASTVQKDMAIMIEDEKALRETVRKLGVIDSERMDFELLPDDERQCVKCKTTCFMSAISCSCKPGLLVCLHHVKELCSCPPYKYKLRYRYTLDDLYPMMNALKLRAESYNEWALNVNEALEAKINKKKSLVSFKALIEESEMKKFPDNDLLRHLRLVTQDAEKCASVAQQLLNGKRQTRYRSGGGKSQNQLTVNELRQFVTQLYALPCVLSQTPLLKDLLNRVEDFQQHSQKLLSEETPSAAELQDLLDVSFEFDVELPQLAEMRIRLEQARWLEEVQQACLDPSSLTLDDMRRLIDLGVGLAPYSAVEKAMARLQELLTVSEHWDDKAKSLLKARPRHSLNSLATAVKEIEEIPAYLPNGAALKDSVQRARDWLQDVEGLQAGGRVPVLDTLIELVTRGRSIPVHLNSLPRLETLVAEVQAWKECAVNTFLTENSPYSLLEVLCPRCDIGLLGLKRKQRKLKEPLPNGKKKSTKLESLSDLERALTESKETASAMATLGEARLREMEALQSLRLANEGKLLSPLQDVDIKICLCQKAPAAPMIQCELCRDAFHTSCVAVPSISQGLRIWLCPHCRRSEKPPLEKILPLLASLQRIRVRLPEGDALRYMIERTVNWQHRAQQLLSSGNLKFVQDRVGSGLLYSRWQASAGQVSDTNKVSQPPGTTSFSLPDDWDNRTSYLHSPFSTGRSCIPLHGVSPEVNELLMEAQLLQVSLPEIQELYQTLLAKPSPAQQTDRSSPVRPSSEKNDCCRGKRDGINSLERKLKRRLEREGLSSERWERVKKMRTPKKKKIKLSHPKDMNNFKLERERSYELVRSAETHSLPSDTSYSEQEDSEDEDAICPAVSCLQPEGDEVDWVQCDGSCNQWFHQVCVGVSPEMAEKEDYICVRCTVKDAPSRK
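Inhibition is measured as reduced NADH fluorescence generation from FDH coupling to formaldehyde release. Truncated KDM5BΔAP at 200 nM final acts on H3K4me3 peptide (12.5 µM in substrate mix) in pH 7.5 HEPES buffer with Tween-20, 30 min, room temperature.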
Numbers without * were called inactive; i = inactive; u = inconclusive; [ ] = remark or other dose. Potency is the fitted concentration of half-maximal effect. A portion of the library; count on the stated rates, not on these rows.

SMILES	KDM5B inh
Cc1[nH]c2ccccc2c1C(=O)C(C)OC(=O)c1ccc(CO)cc1 (stereo unspecified)	6.7%
O=C(NCc1ccncc1)C1CCC1	-10.0%
CCOc1ccc(C(C)=O)cc1COc1ccc(-c2nnco2)cc1	5.3%
CS(=O)(=O)c1ccc2c(c1)nc1n2[C@@H](CNC(=O)c2ccccc2)COC1	-18.4%[86.2 µM]
O=C1/C(=C/c2ccc([N+](=O)[O-])cc2)CCC1C1CCCC1 (stereo unspecified)	-32.7%
Cc1c(NC(=O)c2cc(=O)c3ccccc3o2)c(=O)n(-c2ccccc2)n1C	9.9%
Cc1ccc(NC(=O)CC2Nc3cccc4cccc(c34)NC2=O)cc1 (stereo unspecified)	u
Cc1ccc(NC(=O)N2CCCC(Cn3cnc4cccnc43)C2)c(C)c1 (stereo unspecified)	16.4%
CCOC(=O)C1C(=O)C=C(Nc2ccc(C(F)(F)F)cc2)CC1c1ccccc1 (stereo unspecified)	u
COCCN1Cc2ccc(NCc3ccccc3)nc2C(C)(C(=O)Nc2cccnc2)C1 (stereo unspecified)	31.6µM*
COCCn1c(COc2cccc(-n3nnnc3C)c2)nnc1C1CC(N)C1 (stereo unspecified)	26.2%
Cc1noc(C)c1CS(=O)(=O)c1ccc(Cl)cc1	24.2%
c1cc(CNCc2cccc3[nH]ccc23)c2cc[nH]c2c1	163.7%[activator]
CC(=O)c1cccc(Nc2ncnc3c2cnn3C)c1	-40.2%
C[C@]1(O)CCN(C(=O)c2cccc(Oc3ccccc3)c2)C[C@@H]1O	43.8%[activator]
CCN(CC)c1ccc(C(=O)NCc2nnc3ccc(-c4ccc(C)cc4)nn23)cc1	102.8%[activator]
CC(C)CCNC(=O)c1cccc(Nc2nc3ccccc3n3nnnc23)c1	-141.2%
O=C(N/N=C/c1ccc(OCc2ccccc2)cc1)c1ccc(CSCc2ccccc2)cc1	-14.8%
Cc1cc(CNC(=O)[C@@H]2CCC[C@@H](NC(=O)c3ccccc3)CN(C)C(=O)C2)no1	33.0%[86.2 µM]
COc1ccccc1-c1nnc2sc(-c3ccc4ccccc4n3)nn12	6.6%
CCN(CCCNC(=O)c1nnn2cc(-c3ccccc3)[nH]c(=O)c12)c1ccccc1	u
COC(=O)C1=C(c2ccccc2)c2ccccc2S(=O)(=O)N1CC(=O)Nc1ccc(C)c(F)c1	-7.6%
Cc1[nH]c2ccccc2c1/C=N/Nc1nc2ccccc2[nH]1	-16.3%
CC1(C)[C@H]2CC[C@@H](CNC(=O)c3ccccc3F)[C@@H]1C2	-12.9%[86.2 µM]
O=C(O)CSCC(=O)Nc1ccc(-c2nc3ccccc3s2)cc1	i
New compounds follow:
SMILES	KDM5B inh
O=C(N/N=C/c1cccnc1)c1ccc(F)cc1	44.1%
COc1ccccc1N1CCCc2ncc(C(=O)Nc3cccc(F)c3)cc21	u
N#Cc1cccc(C(=O)NC2CCCN(c3cc(-c4ccc(F)cc4)[nH]n3)C2)c1 (stereo unspecified)	-21.0%
CCc1c(C(=O)c2ccc[nH]2)oc2ccc(Br)cc12	-27.2%
Cc1cc(C)c(C)c(S(=O)(=O)N2CCN(C(=O)c3ccco3)CC2)c1C	17.5%
Cc1ccc(NC(=O)CSc2nc(N)cc(N)n2)cc1S(=O)(=O)N1CCOCC1	17.0%
CCCCNC(=O)c1ccc(NC(=O)c2ccncc2)cc1	24.9%
CCc1cccc(C)c1NC(=O)CN1CCN(Cc2ccccc2Cl)S1(=O)=O	4.6%
C/C=C/c1ccc(OCC(=O)N2CCN(S(=O)(=O)c3ccccc3)CC2)c(OC)c1	-5.5%
CS(=O)(=O)N1CCCC(C(=O)NCCN2CCc3ccccc3C2)CCNC(=O)CC1 (stereo unspecified)	-17.0%
Cc1cn2nc(C(=O)N3CCC(NC(=O)c4cccc(C#N)c4)CC3)cc2c(=O)[nH]1	u
COc1cccc(-c2cn3c(n2)sc2cc(C(=O)NCCc4ccccc4)ccc23)c1	u
Cc1cc(C)c(C(O)C(C)Sc2ccc(Cl)cc2)cc1C (stereo unspecified)	-4.6%
Cc1nc(-c2ccc(Cl)cc2)sc1CCNC(=O)C(=O)Nc1ccc2c(c1)OCO2	14.2%
CC1=C(C(=O)NCCc2c[nH]c(=O)[nH]c2=O)C(c2cccnc2)NC(=O)N1 (stereo unspecified)	-6.1%
Cc1cn2c(=O)cc(COc3cccc(NC(=O)c4ccc(C(C)(C)C)cc4)c3)nc2s1	u
O=C(CCc1nnn2c1CN(C(=O)Nc1ccccc1)CC2)N1CCOCC1	3.4%
Nc1nonc1N/N=C\c1ccccc1	-2.8%
O=C(c1nnc(COc2ccc(F)cc2)n1-c1ccccc1)N1CCC[C@@H]1C(c1ccccc1)c1ccccc1	-15.9%
O=C(NCCc1ccc(Cl)cc1)c1nc(-c2ccccc2)c2ccccn12	28.2µM*
OC(CNCC(O)COc1ccccc1)COc1ccccc1 (stereo unspecified)	-0.3%
CCc1nc2ccccc2nc1N1CCN(S(=O)(=O)c2c(C)cc(Cl)cc2C)CC1	u
Cc1[nH]c2nc3ccccc3n2c(=O)c1Cc1ccc(Br)cc1	16.8%
O=C1CC(c2ccccc2)N(Cc2ccncc2)CCCN(Cc2cccnc2)CCN1 (stereo unspecified)	u
Cc1cc(C)nc(N2CCCC(C(=O)NC3CC3)C2)n1 (stereo unspecified)	u

KDM5B inh: hit marks shown above.
SMILES	KDM5B inh
COCCN1Cc2ccc(NCc3ccccc3)nc2C(C)(C(=O)Nc2cccnc2)C1 (stereo unspecified)	31.6µM*
O=C(NCCc1ccc(Cl)cc1)c1nc(-c2ccccc2)c2ccccn12	28.2µM*

Further entries
SMILES	KDM5B inh
CC(=O)NCCCC(=O)N1CCN(c2cccc(C=O)c2)C(=O)C1	-6.8%[149 µM]
COc1ccc(/C=C(\C#N)c2nc3ccccc3o2)cc1	8.4%
CN(Cc1nc2ccc(Cl)cc2[nH]1)C(=O)c1ccc2nccn2c1	u
O=C(CN1CCCC1c1ccccc1)Nc1ccc(F)cc1 (stereo unspecified)	10.4%
CN(CC1CCOC1)S(=O)(=O)c1ccccc1Cl (stereo unspecified)	-12.7%
COC(=O)[C@@H]1Cc2c([nH]c3ccccc23)[C@H]2C[C@@H](NCCN3CCOCC3)C[C@@H](c3ccc(F)c(F)c3)N21	u
Cc1oc2c(c1C(=O)N(C)C)CN(C(=O)CCc1ccccc1)CC2	6.8%
O=C(NC[C@@H]1C[C@H](F)CN1)c1ccc(-c2cn(-c3ccccc3)cn2)cc1	i
COc1ccc(OC)c(C(O)c2nc3ccccc3n2C(C)C)c1 (stereo unspecified)	11.2%
COCCOc1ncccc1-c1noc([C@@H]2CCCN2Cc2ccc(OC)cc2)n1	u
COCCN1C(=O)c2ccccc2C(C(=O)NC2CC2)C12CCCCC2 (stereo unspecified)	-12.8%
COC1CN(c2cccc(F)c2)C12CCN(C(=O)c1ccc3ccccc3n1)CC2 (stereo unspecified)	-17.2%
Cc1ccc(S(=O)(=O)NCC(c2ccc(N(C)C)cc2)N2CCc3ccccc32)cc1 (stereo unspecified)	u
CC(C)c1ccc(S(=O)(=O)N2CCN(Cc3cccc(F)c3)CC2)cc1	2.9%
CCc1ccc(NC(=O)C2CCN(C(=O)c3ncn4c3COC(c3ccccc3)C4)CC2)cc1 (stereo unspecified)	-9.4%
Cc1cc(CNC(=O)[C@@H]2CCC[C@@H](NC3CCC3)CN(C)C(=O)C2)no1	-12.6%[86.2 µM]
COc1ccc(-c2noc(C(=O)NC3CCC3)c2[C@H](C)O)cc1	17.6%[86.2 µM]
COc1ccc(NC(=O)CSc2nc3ccccc3nc2N2CCOCC2)c(OC)c1	u
CCN(CC)CC(=O)Nc1scc2c1c(=O)oc1ccccc12	-0.8%
C=C(C)CSc1nnc([C@@H]2CCCN2)o1	u
CC(C)C1=NOC(C(=O)N2CCn3nc(C(=O)NCc4ccccn4)cc3C2)C1 (stereo unspecified)	-12.0%
CN(CC(=O)Nc1ccccc1OC(F)(F)F)S(=O)(=O)c1ccc(F)cc1	6.4%
CCC(=O)c1cc2c(cc1NC(=O)c1ccco1)OCCO2	-1.1%
Cc1sc2c(c1C)C(=O)/C(=C\Nc1ccncc1)S(=O)(=O)N2C	21.4%
CCCCN(C(=O)c1cc(Cl)nc2ccccc12)c1c(N)n(Cc2ccccc2)c(=O)[nH]c1=O	8.1%
Further records follow:
SMILES	KDM5B inh
CC1(COc2ccc3[nH]ccc3c2)COc2ccc(C(=O)Nc3cccnc3)cc2N1 (stereo unspecified)	35.5µM*
CCCCCCOc1ccc(/C=C/c2nc3ccccc3s2)cc1	20.8%
COC(=O)C1=C(C)OC(N)=C(C#N)C1c1ccc(-c2ccccc2)cc1 (stereo unspecified)	u
N#Cc1ccccc1S(=O)(=O)N1CCN(C(=O)c2ccc(Cn3nnc4ccccc43)cc2)CC1	-3.1%
CCOc1ccc(C(=O)c2cn(CC(=O)Nc3ccc(OC)cc3)c3cc4c(cc3c2=O)OCCO4)cc1	1.5%
CC(C)(C)n1nnnc1C1CC2(CCOCC2)C(=O)N1Cc1ccc(F)cc1Cl (stereo unspecified)	-11.8%
COc1ccc(Cn2c(C3CCN(C(=O)c4ccccc4F)CC3)n[nH]c2=O)cc1	0.1%
CN[C@@H](CC(C)C)C(=O)N[C@H]1CCN2C(=O)c3cc(-c4ccc(OC)cc4OC)ccc3NC(=O)[C@@H]2C1	-26.8%
Cc1ccc(S(=O)(=O)Nc2ccc3c(c2)c(C(=O)OC(C)C)c(C)n3S(=O)(=O)c2ccc(C)cc2)cc1	-19.9%
COc1ccccc1Nc1nn2c(=O)c3ccc(C(=O)NCc4ccc(F)cc4)cc3nc2s1	u
Cc1cc(OC(C)C(=O)NCc2ccccn2)c2c(C)cc(=O)oc2c1 (stereo unspecified)	u
CCCCCn1c(=O)[nH]c2cc(C(=O)Nc3cc(OC)cc(OC)c3)ccc2c1=O	1.9%
Cc1cc(C(=O)COC(=O)Cc2n[nH]c(=O)c3ccccc23)c(C)n1CC1CCCO1 (stereo unspecified)	-2.8%
NS(=O)(=O)c1ccc(N/N=C/c2c(F)c(F)c(F)c(F)c2F)c([N+](=O)[O-])c1	13.3%
Cc1cccc(C(=O)N2C[C@@H](Oc3cccnc3)C[C@H]2C(=O)N2CCOCC2)c1	26.7%
Cc1ccc(NS(=O)(=O)c2cccc(C(=O)Nc3ccc4oc(C)nc4c3)c2)cc1	-13.1%
Cc1ccc(-c2nnc(C3CN(C(=O)c4ccco4)CC34CCOCC4)o2)cc1 (stereo unspecified)	4.1%
Cc1ccccc1NC(=O)CCNc1c(-c2ccc(F)cc2)nc2cnccn12	25.1µM*
Cc1ccc(C(=O)c2sc(Nc3cc(Cl)ccc3C)nc2N)cc1	-8.3%
Cc1ccc(Sc2c(C)nn(C(=O)COc3ccccc3Br)c2C)cc1	-26.5%
COCCN1CC(CO)C2(CCN(Cc3sccc3C)CC2)C1 (stereo unspecified)	-15.5%
CC1=C(C(=O)Nc2cccc(C)c2C)C(c2ccc(C)cc2)NC(=O)N1 (stereo unspecified)	2.5%
CCC(CC)C(=O)Nc1ccc2nc(SCC(=O)N3CCOCC3)sc2c1	-4.6%
C[N+](C)(C)CC(=O)N1CCN(c2ccc3ccccc3n2)CC1	u
O=C(O)c1ccc(NCc2nc3c(n2Cc2ccccc2)C(=O)N(Cc2cccc(Cl)c2)CCN3)cc1	22.4%

Fetched by compound from the entries so far (four):
SMILES	KDM5B inh
CC(C)(C)n1nnnc1C1CC2(CCOCC2)C(=O)N1Cc1ccc(F)cc1Cl (stereo unspecified)	-11.8%
Cc1ccc(C(=O)c2sc(Nc3cc(Cl)ccc3C)nc2N)cc1	-8.3%
Cc1ccccc1NC(=O)CCNc1c(-c2ccc(F)cc2)nc2cnccn12	25.1µM*
CC1=C(C(=O)Nc2cccc(C)c2C)C(c2ccc(C)cc2)NC(=O)N1 (stereo unspecified)	2.5%

An excerpt from above in order of the KDM5B inh value, highest first.
SMILES	KDM5B inh
Cc1ccc(-c2nnc(C3CN(C(=O)c4ccco4)CC34CCOCC4)o2)cc1 (stereo unspecified)	4.1%
Cc1ccc(C(=O)c2sc(Nc3cc(Cl)ccc3C)nc2N)cc1	-8.3%
CN[C@@H](CC(C)C)C(=O)N[C@H]1CCN2C(=O)c3cc(-c4ccc(OC)cc4OC)ccc3NC(=O)[C@@H]2C1	-26.8%

The listing picks up, starting 2 compounds before the break.
SMILES	KDM5B inh
C[N+](C)(C)CC(=O)N1CCN(c2ccc3ccccc3n2)CC1	u
O=C(O)c1ccc(NCc2nc3c(n2Cc2ccccc2)C(=O)N(Cc2cccc(Cl)c2)CCN3)cc1	22.4%
COC(=O)[C@H](Cc1c[nH]c2ccccc12)NC(=O)Cc1c[nH]c2ccccc12	-7.8%
CCOC(=O)C1CCN(CCC(=O)Nc2ccccc2OC)CC1	-4.3%
O=C(Cn1nc(-c2nn(CC(=O)c3ccccc3)c3[n+]2CCCCC3)[n+]2c1CCCCC2)c1ccccc1	11.8%
Cc1ccc(Cl)cc1N1CCN(Cc2nc3c(c(=O)n(C)c(=O)n3C)n2CCCO)CC1	-10.2%
CCc1ccccc1NC(=O)N1CCCC(Cn2cnc3cccnc32)C1 (stereo unspecified)	5.5%
CCC1CN(C(=O)N2CCC(C(=O)NCCc3ccccc3C)CC2)c2ccccc2O1 (stereo unspecified)	-40.1%
CCC(=O)N1CCC(N2CC(OC)C23CCOCC3)CC1 (stereo unspecified)	-21.7%
COC(=O)[C@@H]1Cc2ncn(C(C)C)c2CN1S(=O)(=O)c1cccc(C(F)(F)F)c1	8.6%[86.2 µM]
Cc1nc(-c2nc3c([nH]2)CCCNC3=O)cc(=O)[nH]1	u
Cc1nnsc1C(=O)N[C@H]1CCN(C(=O)c2cccn2C)[C@H](C(=O)N[C@H](Cc2ccccc2)C(N)=O)C1	-12.0%
O=C(Cc1ccc(OC(F)(F)F)cc1)N1CC2CC(C1)[C@H]1CCCC(=O)N1C2 (stereo partly specified)	-24.7%
O=C(O)CCc1c(O)ccc2ccccc12	u
O=C(/C=C/c1ccccc1O)c1ccc(Sc2ccccc2)cc1	-19.0%
